M. tuberculosis HTS – M. tuberculosis growth inhibition, HTS (AID 449762) | M. tuberculosis H37Rv growth inhibition, 7H9 media; higher % means a stronger effect | one-dose inhibition, % at 25 µM; IC50 in µM for titrated hits | 330,000 tested, 0.59% active; in the data active means a potency from the dose series; inconclusive means inhibition above about 70% without an active follow-up result;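 further: bacterial growth assessed after seven days of incubation; strong numbers were not always called active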
inhibitors of VEEV – inhibitors of VEEV TC-83 cytopathic effect, confirmation, Vero cells (AID 588727); 350,000 tested, 0.13% active; Vero cells, VEEV TC-83 cytopathic effect inhibition; higher % means a stronger effect; inhibition, % at 20 µM, or IC50 in µM where a hit was titrated; in the data active means a potency from the dose series; inconclusive means inhibition mostly from about 14% at the one dose, without a potency; inactive means the rest, 99 in 100 with inhibition below about 12%; further: strong numbers were not always called active
tuberculosis growth – growth inhibition of non-replicating M. tuberculosis (AID 488890); Mycobacterium tuberculosis non-replicating, growth inhibition; higher % means a stronger effect; 320,000 tested, 0.39% active; inhibition, % at 25 µM; hits with a dose series show IC50 in µM; in the data active means a potency from the dose series; inconclusive means inhibition mostly from about 82% at the one dose, without a potency; inactive means the rest, 99 in 100 with inhibition below about 76%;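 further: plate controls were DMSO cells for no effect and high antibiotic wells for full effect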
PhoP GFP inhibition – PhoP regulon inhibitors, Salmonella typhi PhoP promoter GFP reporter, confirmatory (AID 1850) | Salmonella Typhi PhoP-promoter GFP reporter, fluorescence, 4 h; higher % means a stronger effect | one-dose inhibition, % at 50 µM; IC50 in µM for titrated hits | 310,000 tested, 0.33% active; in the data active means a potency from the dose series; inconclusive means inhibition mostly from about 25% at the one dose, without a potency; inactive means the rest, 99 in 100 with inhibition below about 19%;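 further: 0% = induced wells with vehicle and 100% = uninduced wells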
H1N1 NS1A inhibition – H1N1 influenza NS1A inhibitors, functional cell based assay (AID 504329) | NS1A functional cell-based assay, percent inhibition; higher % means a stronger effect | inhibition, % at 12.5 µM, or IC50 in µM where a hit was titrated | 340,000 tested, 0.3% active; in the data active means a potency from the dose series; inconclusive means inhibition above about 27% without an active follow-up result; further: strong numbers were not always called active
inhibitors of VEEV 10K pilot screen – second read-out of inhibitors of VEEV, no call of its own (marks repeat the call); inhibition, %; measured here: 10K pilot screen inhibition
An asterisk follows results filed as active; i = inactive; ? = inconclusive; nt = not tested or not shown.

SMILES	M. tuberculosis HTS	inhibitors of VEEV	tuberculosis growth	PhoP GFP inhibition	H1N1 NS1A inhibition	others
CCOc1cc(C2NC(=S)NC(C)=C2C(=O)Nc2ccccc2)ccc1O (stereo unspecified)	-0.3%	0.8%	4.1%	-7.9%	-4.9%
CC(Sc1n[nH]c(N)n1)c1nc2scc(-c3cccs3)c2c(=O)[nH]1 (stereo unspecified)	0.1%	7.6%	-9.6%	-1.8%	-17.6%
O=C(CSc1nnc(SCc2ccccc2)s1)N/N=C/c1ccc(C(=O)O)cc1	-6.1%	0.2%	43.0%	5.2%	9.4%
O=C(COC(=O)/C=C/c1ccc(OC(F)F)cc1)Nc1ccc(S(=O)(=O)N2CCCC2)cc1	-3.0%	0.7%	8.8%	-7.2%	-7.4%
Cc1cc(NC(=O)COC(=O)C2=COCCO2)c([N+](=O)[O-])cc1C	?	2.2%	44.6%	-8.0%	2.8%
COc1ccc(N(CC(=O)NC(C)c2ccccc2)S(=O)(=O)c2ccc(C)cc2)cc1 (stereo unspecified)	-5.2%	i	7.2%	4.1%	9.3%
COCC(=O)Nc1nnc(Cc2ccc(OC)c(OC)c2)s1	-2.4%	1.7%	-9.8%	-4.9%	5.8%
O=C(NCCc1ccccc1)/C(=C\c1ccccc1)NC(=O)c1ccco1	-10.3%	1.0%	5.2%	-8.2%	-0.4%
Cn1cnnc1SCC(=O)Nc1ccc(Cl)cn1	-1.7%	0.7%	-3.4%	-6.8%	6.8%
Cc1cc(Cl)ccc1-n1c(-c2cccnc2)n[nH]c1=S	-7.7%	i	-9.2%	0.0%	2.7%
CCOC(=O)c1c(C)[nH]c(C(=O)CN2CC(C)OC(C)C2)c1C (stereo unspecified)	3.0%	1.6%	3.5%	-17.8%	0.7%
COc1cccc(CNc2nccs2)c1O	2.3%	0.6%	-5.6%	-2.9%	-1.9%
CC(=O)C(Sc1ncnc2c1nnn2-c1ccc(F)cc1)C(=O)N(C)C (stereo unspecified)	-3.2%	nt	22.8%	2.4%	nt
COC(=O)C(C)Oc1ccc2c(c1)O/C(=C\c1cccc(Br)c1)C2=O (stereo unspecified)	?	i	?	-2.3%	4.4%
Cc1nc2ccccc2n1CC(=O)N/N=C\C=C\c1ccccc1	-4.8%	3.7%	9.3%	-6.8%	-2.2%
COc1ccc(NC(=O)CN2C(=O)CC(C)(C)S(=O)(=O)c3ccccc32)cc1	-4.1%	2.7%	-12.2%	0.5%	-6.3%
CCCOc1ccc(CN2CCOCC2)cc1OC	-9.1%	0.1%	7.5%	-3.5%	13.1%
CC(C)S(=O)(=O)C1=NSC2=NC(=O)/C(=C\c3ccc(-c4cccc(C(=O)O)c4)o3)C(=N)N21	nt	0.9%	nt	nt	5.3%
COc1ccc2nc(NC(=O)c3ccccc3O)sc2c1	3.5%	5.8%	66.3%	-9.9%	-2.9%
O=C(Cn1cc(C(F)(F)F)ccc1=O)Nc1cc(S(=O)(=O)N2CCOCC2)ccc1Cl	-9.5%	0.5%	-21.9%	6.3%	-8.0%
CC(C)c1nc(CNC(=O)CCc2nnc(-c3ccsc3)o2)cs1	6.2%	1.4%	25.8%	-35.1%	-1.8%
Cc1ccc(S(=O)(=O)NC(C)C(=O)NC2CC2)cc1 (stereo unspecified)	11.3%	1.6%	-4.9%	0.9%	-5.3%
Cc1ccc(-n2nnnc2SCC(N)=O)c(C)c1	-0.1%	i	0.4%	-2.8%	1.5%
COc1cccc(C2C(C(=O)c3cc4ccccc4o3)=C(O)C(=O)N2CCN(C)C)c1OC (stereo unspecified)	-0.7%	0.5%	23.3%	16.6%	-6.6%
CC1(C)Oc2ccc(C(=O)N3CCCCC3)cc2N(CC(=O)NCc2ccccc2)C1=O	-0.5%	i	4.9%	-1.6%	-5.1%	inhibitors of VEEV 10K pilot screen=0.9
CC(=O)c1cccc(N2C(=NC(=O)C(C)C)SC3CS(=O)(=O)CC32)c1 (stereo unspecified)	-10.9%	3.3%	-0.7%	-6.5%	9.5%
CC(=O)Oc1ccc(C(=O)Cc2ccccn2)c(O)c1	-4.7%	1.4%	-4.7%	-3.0%	18.3%
COC(=O)c1sc(NC(=O)C2CCCCC2C(=O)O)c(C(=O)OC)c1C (stereo unspecified)	-2.4%	5.5%	-4.1%	6.2%	11.1%
COc1ccc(OC)c(C(=O)c2ccc(C(=O)O)cc2)c1	3.7%	0.6%	6.7%	32.3%	-2.6%	inhibitors of VEEV 10K pilot screen=0.0
CCSc1nc2c(cnn2-c2ccc(C)cc2)c(=O)[nH]1	3.0%	1.4%	14.3%	1.2%	-0.8%
O=C(CCNS(=O)(=O)c1ccc2c(c1)CCC(=O)N2)Nc1ccc2c(c1)OCCO2	5.2%	1.3%	-1.6%	-5.9%	14.2%
CC1=NN(C(=O)c2ccccc2Cl)C(O)(c2cccnc2)C1 (stereo unspecified)	1.1%	3.2%	-11.1%	4.7%	-16.6%
Nc1nc(CSc2nc3ccccc3[nH]2)nc(N2CCOCC2)n1	-0.3%	2.3%	-17.6%	-10.9%	6.3%
C[C@@H](NC(=O)c1nc[nH]c1C(=O)N[C@H](C)c1ccccc1)c1ccccc1	21.2%	3.4%	nt	nt	-13.7%
COc1ccc(CNCCCO)cc1OC	-0.3%	0.5%	-19.6%	-13.7%	0.2%
O=c1c(-c2cnn(-c3ccccc3)c2)coc2cc(O)ccc12	12.1µM*	10.8%	60.2%	-2.8%	-0.5%
Cc1nc(-c2ccccc2)sc1C1(C)CC(c2ccccc2F)=NO1 (stereo unspecified)	2.4%	1.3%	-7.0%	-1.0%	0.3%	inhibitors of VEEV 10K pilot screen=1.9
CCn1c(C)csc1=NC(=O)c1ccccc1O	-7.8%	0.4%	73.0%	-11.3%	-2.1%
CCOc1ccc(C(=O)NNC2CC(=O)N(CCc3ccccc3)C2=O)cc1OC (stereo unspecified)	7.7%	i	3.5%	-0.2%	-0.3%
C/C(=N\Nc1ccc(Cl)c(C(=O)O)c1)c1ccc[nH]1	-13.9%	1.2%	-12.1%	-18.3%	0.4%

Molecules above that contain an aryl thioether with sulfur outside any ring (7):
SMILES	M. tuberculosis HTS	inhibitors of VEEV	tuberculosis growth	PhoP GFP inhibition	H1N1 NS1A inhibition	others
CC(Sc1n[nH]c(N)n1)c1nc2scc(-c3cccs3)c2c(=O)[nH]1 (stereo unspecified)	0.1%	7.6%	-9.6%	-1.8%	-17.6%
O=C(CSc1nnc(SCc2ccccc2)s1)N/N=C/c1ccc(C(=O)O)cc1	-6.1%	0.2%	43.0%	5.2%	9.4%
Cn1cnnc1SCC(=O)Nc1ccc(Cl)cn1	-1.7%	0.7%	-3.4%	-6.8%	6.8%
CC(=O)C(Sc1ncnc2c1nnn2-c1ccc(F)cc1)C(=O)N(C)C (stereo unspecified)	-3.2%	nt	22.8%	2.4%	nt
Cc1ccc(-n2nnnc2SCC(N)=O)c(C)c1	-0.1%	i	0.4%	-2.8%	1.5%
CCSc1nc2c(cnn2-c2ccc(C)cc2)c(=O)[nH]1	3.0%	1.4%	14.3%	1.2%	-0.8%
Nc1nc(CSc2nc3ccccc3[nH]2)nc(N2CCOCC2)n1	-0.3%	2.3%	-17.6%	-10.9%	6.3%

Carrying on:
SMILES	M. tuberculosis HTS	inhibitors of VEEV	tuberculosis growth	PhoP GFP inhibition	H1N1 NS1A inhibition	others
CCN(CC(=O)Nc1c(F)cccc1F)C(=O)CSc1ccc(F)cc1	1.8%	0.5%	0.4%	-4.4%	-12.9%
COc1ccc(C(CNC(=O)c2cc(S(=O)(=O)N3CCN(c4ccccc4)CC3)ccc2Cl)N(C)C)cc1 (stereo unspecified)	9.3%	i	62.8%	nt	9.1%
CC1CCN(C(=O)C(C)Cl)CC1 (stereo unspecified)	-2.9%	i	-12.8%	-25.7%	-6.6%
COc1ccccc1C(=O)Nc1nc(-c2ccc(S(=O)(=O)N3CCOCC3)cc2)cs1	-1.2%	9.6%	45.5%	9.8%	5.0%
CSCCC(NC(=O)c1ccco1)C(=O)OCC(=O)N(Cc1ccccc1)C(C)(C)C (stereo unspecified)	-5.5%	0.6%	-18.0%	0.1%	-2.5%
O=C(C1CCN(S(=O)(=O)c2cnc[nH]2)CC1)N(CCc1ccccc1)Cc1ccccc1	4.8%	7.5%	19.8%	-2.0%	-10.4%
Cc1ccc(C)c(C(=O)COC(=O)c2cc([N+](=O)[O-])ccc2NCCO)c1	-5.6%	10.0%	42.4%	-9.2%	-1.1%	inhibitors of VEEV 10K pilot screen=4.9
O=C(COC(=O)c1n[nH]c2ccccc12)NC(=O)NCc1ccco1	1.1%	1.2%	8.4%	-2.6%	21.7%
CSc1nc(NCc2ccccc2)c2c3c(sc2n1)CN(C)CC3	?	i	62.2%	11.2%	5.4%
CC1CCCN(CC(O)COC(c2ccccc2)c2ccccc2)C1 (stereo unspecified)	-2.5%	i	15.8%	11.9%	-15.6%
O=C1c2cccc3cc(Br)cc(c23)C(=O)N1Nc1ccccc1	4.2%	5.5%	-1.1%	-9.3%	-18.3%
Cc1ccc(C(C)(C)C)cc1S(=O)(=O)N1CC(=O)Nc2ccccc21	9.1%	5.0%	20.6%	-5.1%	0.0%
COCCCn1c(C)cc(C(=O)CN2c3cccc4cccc(c34)S2(=O)=O)c1C	-1.2%	7.8%	20.7%	nt	-11.5%
COC(=O)[C@@]1(Cc2ccccc2)[C@H]2C(=O)N(Cc3ccccc3)C(=O)[C@H]2[C@H]2CN(C)C(=NCc3ccccc3)N21	nt	0.8%	nt	nt	-3.5%
Cc1cc(OC(C)C(=O)NCCCN2CCCC2=O)c2c(C)c(C)c(=O)oc2c1 (stereo unspecified)	-4.3%	i	-2.8%	9.5%	-7.8%
COc1ccccc1C(=O)NCC(=O)OC(C)C(=O)N1CCOCC1 (stereo unspecified)	1.4%	0.6%	-11.7%	-0.9%	-3.8%
COC(=O)C1CCCCN1C(=O)c1ccc(OC2CCN(C(C)=O)CC2)c(OC)c1 (stereo unspecified)	-3.1%	0.3%	8.8%	-7.0%	-2.0%
CCn1c(SCC(=O)OC)nc2cc(S(=O)(=O)N3CCOCC3)ccc21	2.4%	0.9%	3.1%	5.4%	-4.5%
Cc1cccc(-c2nc(C#N)c(N3CCCCC3)o2)c1	0.3%	i	8.1%	4.9%	3.6%
Cc1ccc2nc(NC(=O)C3CCN(S(=O)(=O)c4cccnc4)CC3)sc2c1	-5.8%	2.7%	nt	-1.6%	25.4%
CN1CCN(S(=O)(=O)c2ccc(Cl)s2)CC1	-11.0%	3.7%	-2.8%	4.8%	-5.6%
CC(=O)Nc1ccc(S(=O)(=O)CCC#N)cc1	3.2%	5.8%	-22.1%	6.0%	-0.7%
CCN(CC(=O)Nc1c(F)cccc1F)C(=O)c1cc(S(=O)(=O)N(CC)CC)ccc1N1CCCCC1	-13.4%	9.0%	13.4%	1.6%	-4.0%
CCN(CC(=O)NCc1cccs1)C(=O)CCc1c[nH]c2ccccc12	-4.0%	i	-2.5%	-6.0%	12.4%
COc1cc2c(C(=O)NCc3ccccn3)cn(CC(C)C)c(=O)c2cc1OC	-1.4%	8.3%	nt	-1.4%	-9.5%
Cc1oc(-c2ccccc2Cl)nc1CN(C)C(C)c1ccon1 (stereo unspecified)	0.0%	0.2%	-0.9%	-8.2%	7.7%
CCOc1ccc(S(=O)(=O)NCc2ccccn2)cc1NC(=O)c1ccccc1	-5.1%	9.9%	12.4%	1.0%	-4.3%
CCc1ccc(Nc2ccc(C(N)=O)cc2[N+](=O)[O-])cc1	7.3%	1.0%	50.2%	-4.1%	26.4%
Nc1nnc(SCC(=O)OCC(=O)NC23CC4CC(CC(C4)C2)C3)s1	5.8%	1.4%	6.2%	5.3%	8.5%
CCCSc1nc(C)cc(=O)[nH]1	5.6%	0.6%	-4.2%	2.1%	-0.3%
COc1ccc(C(=O)NC(C)C2CC3CCC2C3)cc1 (stereo unspecified)	0.6%	0.4%	79.7%	-5.4%	-0.9%
COc1ccc(Nc2nc(C)cc(-c3cc(-c4ccccc4)on3)n2)cc1	-4.1%	0.6%	3.5%	12.6%	5.7%
O=C(COC(=O)c1cc(S(=O)(=O)N2CCCCC2)ccc1N1CCOCC1)NC1CCS(=O)(=O)C1 (stereo unspecified)	-10.1%	i	-6.6%	2.8%	5.0%
